BAZ2B block: BAZ2B (human) inhibition; Q9UIF8; 4.4% of 360,000 active; Potency, µM (top dose mostly 114 µM), for the others: at the highest dose activity change, negative = inhibition, hits mostly inhibitors; AID 504333; AlphaScreen BAZ2B-H3K14Ac peptide displacement; further: on the % scale 0 is the no-effect control and ±100 the full control effect; nearly all actives have a fitted effect of over 60% in size
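BAZ2B (50 nM) with biotin-H3(5-23)K14Ac peptide (50 nM) in PBS pH 7.4, 0.01% Tween-20, preformed 30 min, then compound 30 min at room temperature; top concentration 110uM. AlphaScreen streptavidin donor/nickel chelate acceptor beads (10 ug/mL final), 20 min dark, signal read.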
Pol iota inh: blocks human DNA polymerase iota activity. Pol iota fluorescent replication assay, 10 min. Q9UNA4. 1% of 390,000 active. AID 588590. Potency, µM (series often up to 115 µM), inactives show top-dose activity, negative = inhibition, hits mostly inhibitors
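Pol iota at 10 nM preincubated 15 min with compounds at room temperature; reaction started with fluorescent substrate, 50 nM final. Fluorescence read kinetically at 0 and 10 min; buffer-only wells as negative control.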
BLM helicase inh: blocks DNA unwinding by human BLM helicase. Potency, µM (titrated, usually from 56.1 µM), for inactives: at the highest dose activity change, negative = inhibition, usual class: inhibitors. AID 2528. recombinant BLM DNA unwinding, fluorescence dequenching. 0.2% of 350,000 active;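 further: plate controls were vehicle for no effect and no enzyme for full effect; nearly all actives have a fitted effect of over 35% in size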
Target sequence (P54132 whole entry, looked up): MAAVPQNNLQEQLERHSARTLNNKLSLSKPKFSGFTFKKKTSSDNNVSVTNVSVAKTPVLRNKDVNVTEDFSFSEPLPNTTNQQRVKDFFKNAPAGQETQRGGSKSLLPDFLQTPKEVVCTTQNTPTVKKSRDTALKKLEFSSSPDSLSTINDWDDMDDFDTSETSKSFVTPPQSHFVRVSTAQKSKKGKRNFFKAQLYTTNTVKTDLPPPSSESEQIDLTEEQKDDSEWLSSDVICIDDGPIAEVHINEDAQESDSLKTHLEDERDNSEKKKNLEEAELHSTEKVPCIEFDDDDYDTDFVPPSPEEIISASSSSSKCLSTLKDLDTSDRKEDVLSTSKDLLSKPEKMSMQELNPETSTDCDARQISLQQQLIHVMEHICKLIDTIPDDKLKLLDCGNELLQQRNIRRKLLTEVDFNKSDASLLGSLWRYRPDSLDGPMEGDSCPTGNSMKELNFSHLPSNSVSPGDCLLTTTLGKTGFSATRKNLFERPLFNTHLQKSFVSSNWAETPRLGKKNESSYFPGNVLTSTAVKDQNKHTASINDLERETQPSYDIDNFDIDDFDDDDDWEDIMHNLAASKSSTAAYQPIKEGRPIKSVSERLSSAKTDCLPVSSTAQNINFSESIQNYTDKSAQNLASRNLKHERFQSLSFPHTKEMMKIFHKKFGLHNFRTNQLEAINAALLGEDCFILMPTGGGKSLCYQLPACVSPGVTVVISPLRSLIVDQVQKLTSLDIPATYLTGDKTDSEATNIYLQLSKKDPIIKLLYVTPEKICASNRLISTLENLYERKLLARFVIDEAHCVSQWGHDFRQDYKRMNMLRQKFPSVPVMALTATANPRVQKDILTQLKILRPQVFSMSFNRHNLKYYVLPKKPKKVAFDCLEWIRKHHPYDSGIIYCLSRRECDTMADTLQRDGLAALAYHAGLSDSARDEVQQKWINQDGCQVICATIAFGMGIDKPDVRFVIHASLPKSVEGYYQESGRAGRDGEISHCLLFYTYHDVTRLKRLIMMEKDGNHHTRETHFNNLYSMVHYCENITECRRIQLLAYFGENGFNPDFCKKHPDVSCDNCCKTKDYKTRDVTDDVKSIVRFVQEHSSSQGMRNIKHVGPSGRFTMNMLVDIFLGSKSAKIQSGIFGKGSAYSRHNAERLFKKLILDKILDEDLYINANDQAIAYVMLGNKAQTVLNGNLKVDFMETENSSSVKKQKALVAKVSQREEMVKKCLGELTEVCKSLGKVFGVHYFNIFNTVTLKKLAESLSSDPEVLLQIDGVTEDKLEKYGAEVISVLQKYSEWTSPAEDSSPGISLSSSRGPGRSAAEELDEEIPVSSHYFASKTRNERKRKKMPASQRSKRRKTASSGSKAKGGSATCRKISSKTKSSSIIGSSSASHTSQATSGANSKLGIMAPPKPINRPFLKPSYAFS
G9a inh: blocks human histone lysine methyltransferase G9a | Q96KQ7 | G9a H3K9 monomethylation, AlphaScreen, 2 h | Potency, µM (top dose mostly 102 µM), for inactives: at the top dose activity, negative = inhibition, hits mostly inhibitors | 8.8% of 350,000 active | AID 504332; further: on the % scale 0 is the no-effect control and ±100 the full control effect; nearly all actives have a fitted effect of over 75% in size
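Signal arises when biotinylated H3K9 peptide, once monomethylated, bridges streptavidin donor and antibody-captured acceptor beads. Enzyme at 20 nM was preincubated 15 min with test compounds; peptide 500 nM and SAM 20 uM then reacted for 2 h.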
POLB inh: DNA polymerase beta (human) inhibition; 1.3% of 340,000 active; AID 485314; Potency, µM (titrated, usually from 114 µM), for the others: top-dose activity change, negative = inhibition, actives largely listed as inhibitors; Pol beta primer extension/strand displacement, fluorescence kinetic; further: on the % scale 0 is the no-effect control and ±100 the full control effect
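Homogeneous kinetic assay of primer extension and strand displacement by 10 nM Pol beta, preincubated 15 min at room temperature with compound before 50 nM substrate (final) was added. Read at 0 and 10 min; four-parameter Hill fit.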
JMJD2A Tudor inh: blocks the human JMJD2A Tudor domain | 4.4% of 390,000 active | Potency, µM (titrated, usually from 114 µM), for the others: at the highest dose activity change, negative = inhibition, hits mostly inhibitors | AlphaScreen JMJD2A-Tudor / H3K4me3 peptide binding | AID 504339 | O75164; further: on the % scale 0 is the no-effect control and ±100 the full control effect; nearly all actives have a fitted effect of over 50% in size
POLH inh: blocks human DNA polymerase eta activity. Q9Y253. recombinant Pol eta, fluorescent DNA replication assay. Potency, µM (highest dose often 114 µM), for the others: at the top dose activity change, negative = inhibition, usual class: inhibitors. 1.2% of 390,000 active. AID 588591; further: on the % scale 0 is the no-effect control and ±100 the full control effect
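Fluorescent replication assay: 50 nM final substrate added after a 15 min room-temperature compound preincubation with 10 nM enzyme. Signal taken at 0 min and again at 10 min.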
APE1 inh: inhibitors of human APE1 endonuclease; P27695; recombinant APE1, TAMRA/BHQ-2 abasic DNA cleavage fluorescence; Potency, µM (series often up to 65.8 µM), inactives show at the top dose activity change, negative = inhibition, most hits filed as inhibitors; 0.35% of 350,000 active;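 further: plate controls were vehicle for no effect and reference inhibitor for full effect; nearly all actives have a fitted effect of over 55% in size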
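Endonuclease cleavage of a quenched abasic-site DNA duplex (50 nM) by APE1 (0.75 nM) was tracked by TAMRA dequenching. Compounds were preincubated with enzyme 15 min at room temperature; data normalized to buffer-only and DMSO wells plus NSC13755 control.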
POLK inh: blocks human DNA polymerase kappa activity | Q9UBT6 | purified Pol kappa, fluorescent DNA synthesis assay, 10 min | Potency, µM (series often up to 107 µM), for the others: at the highest dose activity, negative = inhibition, most hits filed as inhibitors | 0.53% of 400,000 active; further: on the % scale 0 is the no-effect control and ±100 the full control effect
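50 nM final substrate added after 15 min RT preincubation of 10 nM Pol kappa with compound; fluorescence read at 0 and 10 min.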
Numbers without * were called inactive; ? = inconclusive; / = not tested or not shown; & = joins results of further samples; [ ] = another dose, or the depositor's remark. The call rests on the fitted dose curve; in most records, active means well fitted curve in the direction sought with a large enough effect; inconclusive means small, poorly fitted or top-dose-only effect, or another doubt; inactive means no such curve, though single readings can be large; an effect the other way counts as inactive or inconclusive. Potency means the concentration at half of the fitted maximal effect.

SMILES	POLH inh	BAZ2B block	G9a inh	JMJD2A Tudor inh	POLK inh	BLM helicase inh	POLB inh	Pol iota inh	APE1 inh
COc1ccc2[nH]cc(C(=O)CN3CCC(C)CC3)c2c1	2%	13%	6%	-8%	-11%	-1%	10%	?	-9%
Cc1ccc(N(CC(=O)NC2CCCCC2C)S(=O)(=O)c2c(C)noc2C)cc1 (configuration not stated)	-6%	3%	7%	-2%	7%	-3%	21%	23%	84%[activator]
Cc1nn(Cc2ccccc2Cl)c(C)c1NC(=O)c1cc(-c2ccc(F)cc2)on1	-2%	2%	-1%[12.7 µM]	8%	-4%	-1%	5%	17%	?
CC1CCCN(C/C(O)=C(\C#N)c2nc3ccccc3[nH]2)C1 (configuration not stated)	-13%	-3%	3%[12.7 µM]	22%[11.4 µM]	-22%	-7%	37%	7%	8%
O=S(=O)(Cc1ccccc1)Nc1cccc(F)c1	0%	7%	-9%	4%	-6%	-2%	7%	-9%	10%
Cn1c(=O)c2c(nc(CN3CCC(C(N)=O)CC3)n2Cc2ccccc2F)n(C)c1=O	-7%	6%	15%[59 µM]	-14%	0%	-1%	5%	5%	4%
CCOC(=O)C1=C(C)NC(C)=C(C(=O)OCC)C1C(=O)OC1CCOC1=O (configuration not stated)	-14%&-12%	-4%	-9%[59 µM]	-8%&-13%	-8%&-15%	1%	-22%	-4%&5%	-2%
CN(CC1CCCO1)S(=O)(=O)c1ccc(C(=O)Nc2ccccc2F)cc1 (configuration not stated)	-4%	/	/	-2%	-5%	/	/	18%	/
COC(=O)c1ccc(NC(=O)N2CCOCC2)cc1	9%	-2%	3%	-15%	3%	-1%	19%	16%	-2%
Cc1ccc(-n2ncc3c2CC(C)(C)CC3NC(=O)c2ccncc2)cc1 (configuration not stated)	-22%	5%	68%[activator]	-12%	-2%	-3%	2%	28%	16%
Cc1ccc(C(=O)CSc2ccccc2C(=O)O)cc1	-11%	-2%	3%[59 µM]	14%	5%	-1%	55%[activator]	9%	5%
Clc1cccc(CN2CCN(Cc3ccco3)CC2)c1	-8%	18µM*	7.9µM*	1.8µM*	-1%	5%	5%	61%[activator]	-4%

The results go on:
SMILES	POLH inh	BAZ2B block	G9a inh	JMJD2A Tudor inh	POLK inh	BLM helicase inh	POLB inh	Pol iota inh	APE1 inh
COc1ccc(/C=N/NC(=O)c2cc(C3CC3)[nH]n2)cc1OC	1%	-1%	/	-10%	-12%	-1%	?	-17%	9%
COC(=O)CC1C(=O)NCCN1C(=O)Nc1ccccc1 (configuration not stated)	-5%	4%	52%[activator]	2%	3%	-2%	8%	9%	12%
CC(=O)COc1coc(CN2CCN(c3ccc(F)cc3)CC2)cc1=O	1%	-6%	-5%[0.501 µM]	-8%	-6%	0%	5%	-18%	-9%
CCOC(=O)C(C)(C)Sc1nc2c(cnn2-c2ccc(Cl)cc2)c(=O)[nH]1	-17%	-7%	-69%	-4%	-9%	0%	-21%	18%	-3%
NC(=O)N/N=C/c1c(F)c(F)c(F)c(F)c1F	-15%	-2%	/	11µM*	-9%	-2%	33%	52%[activator]	15%
Cc1ccc2c(CC(=O)NCC3(N4CCOCC4)CCCCC3)coc2c1C	-14%	-17%	-31%[59 µM]	-21%	-25%	/	/	6%	39%
Oc1cccc(/C=N/NC(=S)Nc2cccnc2)c1O	20µM*	5.6µM*	11µM*	20µM*	?	-20%	16µM*	7.9µM*	?
COc1ccc(-c2[nH]ncc2C(=O)NCc2ccccc2C)cc1	/	-2%	5%[59 µM]	-14%	-25%	3%	-1%	30%	/
CCOc1ccc(NC(=O)C2CC(=O)N(c3ccc4c(c3)OCCO4)C2)cc1OCC (configuration not stated)	-7%	-2%	-9%[2.33 µM]	-6%	-3%	/	/	36%[activator]	21%
O=C(/C=C/c1ccccc1)N1CCN(c2cccc(Cl)n2)CC1	-17%	-1%	-31%[2.33 µM]	-7%	0%	-4%	4%	14%	-6%
CC(=O)N1CCc2cc(S(=O)(=O)CCC(=O)Nc3ccc4c(c3)OCCO4)ccc21	4%	-1%	20%[0.501 µM]	-7%	-17%	-3%	17%	9%	-1%
O=C(CSc1nnc(CNC(=O)c2c(F)cccc2F)o1)NCc1ccc(F)cc1	0%	-13%	33%	-5%	16%	2%	1%	8%	48%[activator]

(cont.)
SMILES	POLH inh	BAZ2B block	G9a inh	JMJD2A Tudor inh	POLK inh	BLM helicase inh	POLB inh	Pol iota inh	APE1 inh
NNC(=O)CNC(=O)CNS(=O)(=O)c1ccccc1	-9%	-13%	1%	-5%[11.4 µM]	5%	-1%	2%	46%[activator]	-1%
Cc1ccc(S(=O)(=O)N2CCN(Cc3cccc(F)c3)CC2)cc1	?	/	/	3.2µM*	-5%	/	/	38%[activator]	/
O=c1[nH]c(CSc2nnc(-c3cccnc3)n2C2CCCCC2)nc2ccccc12	-1%	0%	?	-6%	-3%	-2%	33%	14%	2%
COc1ccc(-c2cn3c(C)c(C(=O)N4CCN(c5ccccc5)CC4)sc3n2)cc1	-10%	/	/	-11%	-9%	/	/	3%	/
Cc1noc(C)c1C(=O)N1CCN(c2ncccn2)CC1	8%	4%	6%[12.7 µM]	-9%	2%	3%	8%	8%	2%
CC1=C(C(=O)OC2CCCCC2)C(c2ccc(N(C)C)cc2)NC(=O)N1 (configuration not stated)	3%	-10%	10%	-4%	3%	-5%	41%	-17%	-2%
CCCCc1ccc(-n2nc3cc(C)c(NC(=O)Cc4ccccc4)cc3n2)cc1	12%	?	1.4µM*	50µM*	-15%	-1%	-4%	?	/
CCOc1ccc(CCNc2nc3ccccc3n3c(C)nnc23)cc1OCC	-6%&-9%	-1%&-20%	-37%[2.33 µM]	-6%&-3%	-13%&-10%	-1%&-3%	10%&6%	?	52%[activator]
CC(C)CNC(=O)COc1ccccc1[N+](=O)[O-]	-9%	1%	13%	-10%	-16%	1%	20%[57.1 µM]	-7%	4%
COc1ccccc1CN(C)CC(=O)Nc1ccccc1-c1ccccc1	-11%	18%	30%	45%[activator]	-10%	-10%	-28%	-7%	6%
COC(=O)c1cc(Br)c(=O)n(Cc2ccc(C(=O)O)cc2)c1	-1%	-8%	?	-6%	1%	-4%	24%	3%	-1%
COc1cccc(NC(=S)N(CCc2c(C)[nH]c3ccccc23)Cc2ccco2)c1	-16%	?	?	?	-2%	-10%	2%	-4%	-3%

(next part)
SMILES	POLH inh	BAZ2B block	G9a inh	JMJD2A Tudor inh	POLK inh	BLM helicase inh	POLB inh	Pol iota inh	APE1 inh
Cc1ccc(Nc2nnc(SC(C)C(=O)Nc3c(C)n(C)n(-c4ccccc4)c3=O)s2)cc1 (configuration not stated)	-3%	10%	?	-7%	-2%	-1%	-1%	7%	-6%
COc1ccc(CN2C(=O)c3cccnc3C2Nc2cc(Cl)ccc2OC)cc1 (configuration not stated)	-4%	25µM*	?	20µM*	-18%	-8%	13%	?	-8%
O=C(NC(=S)Nc1cc([N+](=O)[O-])ccc1O)c1cccnc1	8%	2%	11µM*	-4%	-8%	-11%	?	15%	-1%
O=C(CNC(=O)c1cc(Cl)cc([N+](=O)[O-])c1)NC1CC1	-12%	/	/	-17%	-16%	/	/	?	5%
Cc1nc2cc(-c3cccc(F)c3)nn2c(C)c1CCC(=O)Nc1ccccc1C(N)=O	-7%	-4%	0%[59 µM]	-15%	-5%	-6%	-5%	11%	/
Cc1cc(C=O)sc1[B-](F)(F)F	-13%	/	/	-11%	-14%	/	/	-20%	/
NC(=O)COC(=O)c1cccc2c1-c1ccccc1C2=O	-5%	-9%	-33%	-12%	-9%	3%	6%	16%	3%
Cc1cc2nnc(SCc3ccccc3)n2c(N)n1	1%	2%	7%	-4%	-7%	1%	3%	4%	1%
Cc1onc(-c2ccccc2Cl)c1C(=O)NNC(=O)c1nn(C)cc1Cl	-11%	-24%	?	8%	5%	-5%	11%	10%	0%
COc1ccccc1N(CC(O)COc1ccc(C)cc1)S(=O)(=O)c1ccccc1 (configuration not stated)	-22%	-5%	-10%	-19%	-21%	-9%	0%[57.1 µM]	4%	-7%
Cc1ccc(-n2c(=O)c3c(cnn3C)n(CC(=O)Nc3c(C)cccc3C)c2=O)cc1	-4%	1%	3%[59 µM]	-1%	-6%	-3%	40%	-14%	/
COc1ccc(S(=O)(=O)N2CCN(CC(=O)N3c4ccccc4CC3C)CC2)cc1OC (configuration not stated)	-25%	-2%	56µM*	-14%	-2%	/	/	36%[activator]	32%

(cont.)
SMILES	POLH inh	BAZ2B block	G9a inh	JMJD2A Tudor inh	POLK inh	BLM helicase inh	POLB inh	Pol iota inh	APE1 inh
CCN(CCCNC(=O)C1CCN(S(=O)(=O)N2CCC3(CC2)OCCO3)CC1)c1ccccc1	-12%	-27%	?	-25%	-7%	-1%	3%	12%	2%
CCN1C(=O)/C(=C/N(C(C)=O)c2ccccc2)N(c2ccccc2)C1=S	-14%	-37%	?	-20%	-10%	0%	0%	-4%	-1%
Cc1csc(NC(=O)CSc2nc(=O)n(CCCN(C)C)c3c2CCC3)n1	-5%	3%	-47%	-10%	-9%	/	/	-6%	21%
COc1ccc(NC(=O)N2CCN(C(=O)C(Cc3ccc(F)cc3)NC(C)=O)CC2)cc1 (configuration not stated)	2%	2%	4%	4%	-10%	-2%	31%	162%[activator]	-1%
COc1ccc2cc3c(N)nn(C(=O)c4ccc(F)cc4Cl)c3nc2c1	-17%	-19%	?	-18%	-8%	-4%	2%	47%[activator]	/
COc1cc(/C=C/C(=O)O)ccc1OS(=O)(=O)c1c(C)cc(C)cc1C	-5%	-21%	3%[12.7 µM]	-26%	0%	/	/	-5%	49%[activator]
CCn1cc(C(=O)N2CCOCC2)c(=O)c2cc(S(=O)(=O)N(C)C3CCCCC3)ccc21	-12%	12%	?	2%	-14%	6%	0%	-9%	-2%

Compound profiles, from the list above.
Record of `COc1cc(/C=C/C(=O)O)ccc1OS(=O)(=O)c1c(C)cc(C)cc1C` : POLH inh = -5%; BAZ2B block = -21%; G9a inh = 3%[12.7 µM]; JMJD2A Tudor inh = -26%; POLK inh = 0%; BLM helicase inh = /; POLB inh = /; Pol iota inh = -5%; APE1 inh = 49%[activator]
Record of `CCN1C(=O)/C(=C/N(C(C)=O)c2ccccc2)N(c2ccccc2)C1=S` : POLH inh = -14%; BAZ2B block = -37%; G9a inh = ?; JMJD2A Tudor inh = -20%; POLK inh = -10%; BLM helicase inh = 0%; POLB inh = 0%; Pol iota inh = -4%; APE1 inh = -1%

The list is partial. The share of hits here may be higher or lower than overall.
